Screening data deposited in PubChem by several laboratories.
NPY Y1 blocker – NPY-Y1 (human) receptor antagonism; inhibition, % at 3.6 µM; HEK293-CNG Y1 cells, membrane potential fluorescence; NPY at EC95, then isoproterenol; 1% of 200,000 active; AID 1040; P25929;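 active means inhibition above the campaign mean inhibition of all tested compounds plus 3 SD, cut at about 20% in these data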;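 further: 0% = DMSO wells given NPY plus isoproterenol and 100% = isoproterenol alone without NPY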
Target sequence (P25929 whole entry, looked up): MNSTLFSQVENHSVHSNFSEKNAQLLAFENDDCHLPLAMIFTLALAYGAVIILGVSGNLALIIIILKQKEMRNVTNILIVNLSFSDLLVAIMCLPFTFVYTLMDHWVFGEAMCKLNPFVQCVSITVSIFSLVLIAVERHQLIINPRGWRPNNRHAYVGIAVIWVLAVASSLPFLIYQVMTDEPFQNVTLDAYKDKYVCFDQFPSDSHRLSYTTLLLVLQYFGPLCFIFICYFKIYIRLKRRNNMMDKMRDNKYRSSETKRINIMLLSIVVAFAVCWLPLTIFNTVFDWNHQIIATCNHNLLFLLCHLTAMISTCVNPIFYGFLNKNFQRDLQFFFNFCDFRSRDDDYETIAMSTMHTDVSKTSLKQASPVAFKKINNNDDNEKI
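material = HEK293 cells with Y1 receptor plus CNG channel | also added = NPY 25 nM then isoproterenol 1 µM plus Ro 20-1724 25 µM | schedule = dye 3 h, compound 60 min room temperature, stimulation 45 min | measured by = membrane potential fluorescence | benchmarks = high control isoproterenol alone, low control NPY with isoproterenol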
PPC-1+TRAIL kill – compounds killing PPC-1 cancer cells with TRAIL present (potentiator screen, no TRAIL-free arm); PPC-1 cells + TRAIL, ATPLite viability luminescence; cell killing (% activity), % at 4 µM; 0.41% of 220,000 active; AID 1443;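 active means cell killing above 50% in the first pass at 4 µM, then a duplicate retest at 5 µM averaging 50% or more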;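 further: plate controls were cells with TRAIL plus DMSO for no effect and medium-only wells lacking cells for full effect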
EP2 antag – EP2 receptor (human) inhibition | AID 1422 | 0.52% of 260,000 active | P43116 | inhibition, % at 25 µM | C6 glioma cells expressing human EP2, cAMP TR-FRET; cells stimulated with saturating PGE2;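 active means percent inhibition above 40 after rounding to a whole number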;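 further: rat C6 glioma host cells with rolipram phosphodiesterase inhibitor present; the protocol text gives 20 µM as final concentration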
NPY-Y1 PAM-ag – potentiators or agonists of human neuropeptide Y receptor Y1 | P25929 | NPY-Y1 expressing cells, potentiator/agonist activation | activation, % at 3.6 µM | 0.37% of 220,000 active; in the data active means activation above about 33%, passing the limit was not always enough;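 further: cells stimulated with NPY at EC10 then isoproterenol at EC100; 0% = low agonist plus stimulus and 100% = saturating agonist plus stimulus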
CHOP inhibitor – inhibitors of CHOP induction in ER stress response; AID 2732; 3.8% of 220,000 active; inhibition, % at 10 µM; CHO-K1 CHOP-promoter luciferase, tunicamycin-induced, 15-18 h;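 active means compounds that reduced the stress-induced luciferase reporter signal by more than about 70% of percent inhibition, limit read from the data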;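 further: 0% = tunicamycin plus vehicle and 100% = wells without tunicamycin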
TRPN1 ag – activates the zebrafish TRPN1 channel. HEK293 zebrafish TRPN1-YFP, Fluo-8 calcium fluorescence; 100% = response to 87 µM carbachol. activation, % at 3 µM. 0.18% of 220,000 active;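 active means activation above its plate's cutoff, the mean activation of test wells on that plate plus 3 SD, cut at about 19% in these data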;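 further: 0% = DMSO alone and 100% = 87 µM carbachol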
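Material: zebrafish TRPN1-YFP in HEK293 cells; Doses: single test compound dose, 3 µM nominal, 0.3% DMSO; Timing: dye loading 1 h at 37 °C, then 30 min room temperature; Technique: intracellular calcium fluorescence with Fluo-8; Benchmarks: high carbachol 87 µM, low DMSO alone.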
14-3-3 Bad inh – disrupts binding of bovine 14-3-3 zeta to phospho-Bad peptide; P63103; TR-FRET 14-3-3zeta/Dy647-pBad peptide displacement, 1 h; inhibition, % at 21.7 µM; 0.71% of 220,000 active; AID 781;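 active means inhibition above about 70%, limit read from the data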;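 further: 0% = full 14-3-3 plus peptide FRET controls and 100% = background without 14-3-3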
EP2 modulator – EP2 receptor (human) modulation; P43116; EP2-expressing cells, cAMP HTRF FRET, PGE2 co-stimulation; induction, % at 25 µM; 0.83% of 260,000 active; AID 940;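 active means compounds whose cAMP rise, as percent of the full-agonist control response, exceeds 60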;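 further: rat C6 glioma line stably carrying human EP2 under a CMV promoter; the protocol text gives 20 µM as final concentration; 100% = response of wells given 1 µM PGE2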
TRPML3 ag – human mucolipin-3 channel agonism | 0.29% of 220,000 active | HEK293 TRPML3-YFP, Fluo-8 calcium fluorescence; 100% = the carbachol control signal | activation, % at 3 µM | AID 1448;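 active means activation above its plate's cutoff, the mean activation of the plate's test wells plus 3 SD, cut at about 12% in these data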;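 further: 0% = DMSO only wells and 100% = carbachol wells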
Target sequence (Q8TDD5 whole entry, looked up): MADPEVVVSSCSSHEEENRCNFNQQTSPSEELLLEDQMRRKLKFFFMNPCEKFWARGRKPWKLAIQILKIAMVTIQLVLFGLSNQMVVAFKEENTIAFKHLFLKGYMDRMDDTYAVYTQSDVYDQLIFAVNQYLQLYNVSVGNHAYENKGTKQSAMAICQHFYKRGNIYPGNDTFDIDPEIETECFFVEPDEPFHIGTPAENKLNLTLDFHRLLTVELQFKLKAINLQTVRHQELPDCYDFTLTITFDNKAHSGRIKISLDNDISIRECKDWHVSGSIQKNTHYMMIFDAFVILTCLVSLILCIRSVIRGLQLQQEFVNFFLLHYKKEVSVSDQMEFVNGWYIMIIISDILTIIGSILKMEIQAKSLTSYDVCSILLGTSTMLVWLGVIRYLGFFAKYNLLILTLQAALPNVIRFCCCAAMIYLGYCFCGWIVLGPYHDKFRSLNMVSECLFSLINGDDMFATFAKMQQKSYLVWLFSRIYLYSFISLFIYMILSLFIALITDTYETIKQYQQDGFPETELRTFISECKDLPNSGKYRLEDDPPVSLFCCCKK
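Test system: TRPML3-YFP stable HEK293 cells. Doses: single point at 3 µM. Incubation: dye loading 1 h 37 °C then 30 min ambient, 125 s read. Signal: Fluo-8 calcium dye fluorescence, ex 470-495, em 515-575 nm. Measure: percent activation from peak-to-basal fluorescence ratio, scaled between DMSO and carbachol.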
Active calls of the source: *; & = joins results of further samples; [ ] = dose if it differs, or a comment. An excerpt (hit frequency here may not be typical).

How did NC1=NC(c2ccc(Cl)cc2)N(c2ccc(S(N)(=O)=O)cc2)C(N)=N1 (configuration not stated) do in these assays?
PPC-1+TRAIL kill: 23; EP2 antag: 8; NPY-Y1 PAM-ag: -10; CHOP inhibitor: 3; TRPN1 ag: 0.7; 14-3-3 Bad inh: -3; EP2 modulator: 11; TRPML3 ag: 0.8

How did CCC(O)(C#CCN1CCCCC1)CC do in these assays?
NPY Y1 blocker: -1; PPC-1+TRAIL kill: -3; EP2 antag: 10; NPY-Y1 PAM-ag: 14; CHOP inhibitor: -5; TRPN1 ag: 3.1; 14-3-3 Bad inh: 3; EP2 modulator: 42; TRPML3 ag: 1.1

What do the screens show for `CN(C)CCCN(C(=O)c1ccco1)c1nc2c(F)cccc2s1`?
NPY Y1 blocker: 10; PPC-1+TRAIL kill: 12; EP2 antag: 16; NPY-Y1 PAM-ag: 1; CHOP inhibitor: 22; TRPN1 ag: 0.8; 14-3-3 Bad inh: 17; EP2 modulator: -7; TRPML3 ag: 0.6

How did COc1ccc(C)cc1NC(=O)COC(C)=O do in these assays?
NPY Y1 blocker: -6; PPC-1+TRAIL kill: 29; EP2 antag: 3; NPY-Y1 PAM-ag: 18; CHOP inhibitor: 6; TRPN1 ag: -0.2; 14-3-3 Bad inh: -9; EP2 modulator: 20; TRPML3 ag: 1.0

How did O=C(O)CCC(=O)N1N=C(c2ccco2)CC1c1cccs1 (configuration not stated) do in these assays?
NPY Y1 blocker: -5; PPC-1+TRAIL kill: 28; EP2 antag: 13&9; NPY-Y1 PAM-ag: -4; CHOP inhibitor: 2; TRPN1 ag: 1.7; 14-3-3 Bad inh: 7[fluorescence artefact?]; EP2 modulator: -7&12; TRPML3 ag: 1.0

How did CCOC(=O)c1c(-c2ccccc2)csc1NC(=S)N(CC)CC do in these assays?
NPY Y1 blocker: 1; PPC-1+TRAIL kill: 11; EP2 antag: 10; NPY-Y1 PAM-ag: -14; CHOP inhibitor: 20; TRPN1 ag: 0.2; 14-3-3 Bad inh: 0; EP2 modulator: 51; TRPML3 ag: 1.2

Results for COc1cc(/C=C/C(=O)Nc2ccc(C(C)=O)cc2)cc(OC)c1OC ?
NPY Y1 blocker: -1; PPC-1+TRAIL kill: 11; EP2 antag: 19; NPY-Y1 PAM-ag: 3; CHOP inhibitor: 2; TRPN1 ag: 3.6; 14-3-3 Bad inh: 1; EP2 modulator: -54; TRPML3 ag: -0.5

What do the screens show for `COc1cccc(Nc2nc(=O)[nH]nc2C)c1`?
NPY Y1 blocker: 0; PPC-1+TRAIL kill: 2; EP2 antag: 10; NPY-Y1 PAM-ag: 15; CHOP inhibitor: -11; TRPN1 ag: -0.4; 14-3-3 Bad inh: -14; EP2 modulator: -4; TRPML3 ag: -0.9

What do the screens show for `COc1ccc(N2CCC(CNC(=O)Nc3ccc(OC)cc3OC)C2)cc1` (configuration not stated)?
NPY Y1 blocker: -2; PPC-1+TRAIL kill: 17; NPY-Y1 PAM-ag: 9; CHOP inhibitor: 24; TRPN1 ag: -0.3; 14-3-3 Bad inh: -11; EP2 modulator: -71; TRPML3 ag: -0.1

Results for COc1ccc(N2C(=O)C3ON(C4SC(=S)N(C)C4(C)C)C(c4ccc(Cl)cc4)C3C2=O)cc1 (configuration not stated) ?
NPY Y1 blocker: -1; PPC-1+TRAIL kill: 1; EP2 antag: 2; NPY-Y1 PAM-ag: 2; CHOP inhibitor: -16; TRPN1 ag: 0.7; 14-3-3 Bad inh: -6; EP2 modulator: 23; TRPML3 ag: 3.8

Results for N=c1c(-c2nc3ccccc3[nH]2)cc(C(=O)c2cccs2)nn1-c1ccccc1 ?
NPY Y1 blocker: -5; PPC-1+TRAIL kill: 14; EP2 antag: 8; NPY-Y1 PAM-ag: 35; CHOP inhibitor: -53; TRPN1 ag: -1.2; 14-3-3 Bad inh: 11; EP2 modulator: -28; TRPML3 ag: -0.4

What do the screens show for `COc1cc(/C=N/NC(=O)c2ccc(O)cc2)ccc1Oc1ccc([N+](=O)[O-])cn1`?
NPY Y1 blocker: 1; PPC-1+TRAIL kill: 12; EP2 antag: 3; NPY-Y1 PAM-ag: 5; CHOP inhibitor: 8; TRPN1 ag: -0.8; 14-3-3 Bad inh: 8; EP2 modulator: 7; TRPML3 ag: 0.2

What do the screens show for `CCOc1ccc(NS(=O)(=O)c2ccc3c(c2)N(C(C)=O)CC3)cc1`?
NPY Y1 blocker: 2; PPC-1+TRAIL kill: 17; EP2 antag: 13; NPY-Y1 PAM-ag: 4; CHOP inhibitor: 16; TRPN1 ag: 2.1; 14-3-3 Bad inh: -10; EP2 modulator: -60; TRPML3 ag: 0.9

Results for CC(C)NS(=O)(=O)c1ccc(OCC(=O)NCC2CCCO2)c(Cl)c1 (configuration not stated) ?
NPY Y1 blocker: 0; PPC-1+TRAIL kill: 14; EP2 antag: 9; NPY-Y1 PAM-ag: 34; CHOP inhibitor: -24; TRPN1 ag: 0.2; 14-3-3 Bad inh: -3; EP2 modulator: -5; TRPML3 ag: 0.8

Results for C/C(=N/NC(=O)c1ccc(Br)o1)c1ccc(C)o1 ?
NPY Y1 blocker: 4; PPC-1+TRAIL kill: 13; EP2 antag: 4; NPY-Y1 PAM-ag: 7; CHOP inhibitor: 27; TRPN1 ag: -0.9; 14-3-3 Bad inh: -10; EP2 modulator: 3; TRPML3 ag: 0.6

How did Cc1ccc(OCCCC(=O)Nc2ccc(S(=O)(=O)Nc3cc(C)on3)cc2)cc1 do in these assays?
NPY Y1 blocker: 2; PPC-1+TRAIL kill: 9; EP2 antag: 3&12; NPY-Y1 PAM-ag: 15; CHOP inhibitor: 10; TRPN1 ag: 1.4; 14-3-3 Bad inh: -4; EP2 modulator: -2&-36; TRPML3 ag: 0.2

How did COc1ccc(-c2nnc(SCc3ccccc3F)o2)cc1OC do in these assays?
NPY Y1 blocker: 15; PPC-1+TRAIL kill: 6; EP2 antag: 13; NPY-Y1 PAM-ag: -35; CHOP inhibitor: 51; TRPN1 ag: 0.5; 14-3-3 Bad inh: -7; EP2 modulator: 38; TRPML3 ag: -1.0

Results for COC(=O)c1[nH]c2cccc(OC)c2c1NC(=O)CCN1CCN(c2ccccc2F)CC1 ?
NPY Y1 blocker: 0; PPC-1+TRAIL kill: 15; EP2 antag: 12; NPY-Y1 PAM-ag: 23; CHOP inhibitor: 17; TRPN1 ag: 0.5; 14-3-3 Bad inh: -2[fluorescence artefact?]; EP2 modulator: -4; TRPML3 ag: 0.8

Results for O=C(Cc1ccccc1)c1c[nH]c(C(=O)NCc2ccncc2)c1 ?
NPY Y1 blocker: 2; PPC-1+TRAIL kill: 12; EP2 antag: 6; NPY-Y1 PAM-ag: 11; CHOP inhibitor: -3; TRPN1 ag: 0.4; 14-3-3 Bad inh: -5; EP2 modulator: -19; TRPML3 ag: 0.3

How did OC(CNC1CCCc2ccccc21)COc1ccc2ccccc2c1 (configuration not stated) do in these assays?
NPY Y1 blocker: 8; PPC-1+TRAIL kill: 14; EP2 antag: 9; NPY-Y1 PAM-ag: -9; CHOP inhibitor: 13; TRPN1 ag: 1.1; 14-3-3 Bad inh: 40[fluorescence artefact?]; EP2 modulator: -45; TRPML3 ag: 0.0

The closing two entries of the section before lead into the next.
Results for O=C(Cc1ccccc1)c1c[nH]c(C(=O)NCc2ccncc2)c1 ?
NPY Y1 blocker: 2; PPC-1+TRAIL kill: 12; EP2 antag: 6; NPY-Y1 PAM-ag: 11; CHOP inhibitor: -3; TRPN1 ag: 0.4; 14-3-3 Bad inh: -5; EP2 modulator: -19; TRPML3 ag: 0.3

How did OC(CNC1CCCc2ccccc21)COc1ccc2ccccc2c1 (configuration not stated) do in these assays?
NPY Y1 blocker: 8; PPC-1+TRAIL kill: 14; EP2 antag: 9; NPY-Y1 PAM-ag: -9; CHOP inhibitor: 13; TRPN1 ag: 1.1; 14-3-3 Bad inh: 40[fluorescence artefact?]; EP2 modulator: -45; TRPML3 ag: 0.0

What do the screens show for `O=C(O)CCCn1c(=S)[nH]c2c(sc3ccc([N+](=O)[O-])cc32)c1=O`?
NPY Y1 blocker: 4; PPC-1+TRAIL kill: 11; EP2 antag: 6; NPY-Y1 PAM-ag: -12; CHOP inhibitor: -3; TRPN1 ag: -1.9; 14-3-3 Bad inh: 0; EP2 modulator: 15; TRPML3 ag: 0.1

Results for COc1ccc(NC(=S)NC(NC(=O)C(C)C)C(Cl)(Cl)Cl)c([N+](=O)[O-])c1 (configuration not stated) ?
NPY Y1 blocker: 3; PPC-1+TRAIL kill: 3; EP2 antag: 5; NPY-Y1 PAM-ag: 12; CHOP inhibitor: 0; TRPN1 ag: -1.0; 14-3-3 Bad inh: -4; EP2 modulator: 30; TRPML3 ag: 0.4

Results for CCN(CC)CCC(=O)Nc1ccc2c(c1)N(C(=O)CN(CC)CC)c1ccccc1CC2 ?
NPY Y1 blocker: -1; PPC-1+TRAIL kill: 5; EP2 antag: 4; NPY-Y1 PAM-ag: 5; CHOP inhibitor: 12; TRPN1 ag: 0.2; 14-3-3 Bad inh: 46; EP2 modulator: 3; TRPML3 ag: 1.4

How did Cc1ccc(NC(=S)NNC(=O)c2ccccc2OC(F)F)cc1 do in these assays?
NPY Y1 blocker: -10; PPC-1+TRAIL kill: -1; NPY-Y1 PAM-ag: 2; CHOP inhibitor: -16; TRPN1 ag: -0.3; 14-3-3 Bad inh: -12[fluorescence artefact?]; EP2 modulator: -18; TRPML3 ag: -0.7

Results for CCc1cc2c(SCc3nc4sc(C(C)=O)c(C)c4c(=O)[nH]3)ncnc2s1 ?
PPC-1+TRAIL kill: 3; EP2 antag: 15; NPY-Y1 PAM-ag: 9; CHOP inhibitor: 22; TRPN1 ag: 1.6; 14-3-3 Bad inh: -3; EP2 modulator: 30; TRPML3 ag: 1.4

How did Fc1ccccc1N1CCN(Cc2nc(-c3ccccc3)no2)CC1 do in these assays?
NPY Y1 blocker: 13; PPC-1+TRAIL kill: 4; EP2 antag: 1; NPY-Y1 PAM-ag: -46; CHOP inhibitor: 86*; TRPN1 ag: 1.0; 14-3-3 Bad inh: 6; EP2 modulator: -7; TRPML3 ag: 0.6

How did CCOC(=O)c1ccc(N2CSC3=C(C#N)C(c4cccs4)CC(=O)N3C2)cc1 (configuration not stated) do in these assays?
NPY Y1 blocker: -2; PPC-1+TRAIL kill: -6; EP2 antag: 18; NPY-Y1 PAM-ag: -3; CHOP inhibitor: 22; TRPN1 ag: -0.5; 14-3-3 Bad inh: 1; EP2 modulator: 44; TRPML3 ag: -0.3

How did COc1ccc(Cn2nnnc2CN2CCN(c3ccc(OC)cc3)CC2)cc1 do in these assays?
NPY Y1 blocker: 6; PPC-1+TRAIL kill: 4; EP2 antag: 1; NPY-Y1 PAM-ag: -2; CHOP inhibitor: 33; TRPN1 ag: 0.5; 14-3-3 Bad inh: -5; EP2 modulator: -24; TRPML3 ag: 0.8
